MKP-3 inhibition: inhibition of rat DUSP6 enzyme activity – biochemical, in vitro, primary screen (AID 425); recombinant MKP-3 phosphatase activity, fluorescence; higher % means a stronger effect; 0.17% of 110,000 active; inhibition, % at 20 µM; hits with a dose series show IC50 in µM; in the data active means inhibition above about 50%;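 further: plate controls were vehicle for no effect and reference inhibitor for full effect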
Hsp70 displacement: small molecules displacing fluorescent ligand from Hsp70 – biochemical, fluorescence polarization, primary screen (AID 583); Hsp70 fluorescence polarization probe displacement, mP; higher % means a stronger effect; 0.06% of 140,000 active; displacement, % at 20 µM, or IC50 in µM where a hit was titrated; in the data active means displacement above about 50%;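 further: plate controls were vehicle for no effect and reference ligand for full effect; a part of the inactive calls stands beside numbers as strong as those of hits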
* = called active by the depositor; / = no result given; & = joins results of further samples. Only part of the results is shown; count on the stated rates, not on these rows.

mol | MKP-3 inhibition | Hsp70 displacement
C=CCN(CC=C)Cc1c(C)[nH]c2ccc(C(=O)OCC)cc2c1=O | / | 0.3%
COC(=O)c1cc(OC)c(OC)cc1NC(=O)c1ccc(OC)c(OC)c1 | / | -1.5%
Cc1cc(/C=N/n2cnnc2)c(C)n1-c1ccc(OCc2ccc(Cl)cc2Cl)cc1 | / | -4.9%
CCOC(=O)CNS(=O)(=O)CCN1C(=O)c2ccccc2C1=O | -3%&0% | -5.5%
CC(=O)c1c(C)nn(CC(O)COc2ccc3c(c2)CCC3)c1C (stereo not given) | -9% | 5.3%
c1ccc(-c2cc3n(c2)CCc2ccccc2-3)cc1 | / | 4.1%
Cc1ccccc1OCCn1nc(C(=O)O)c2ccccc2c1=O | -4% | -0.3%
COc1ccc(-n2nnc3c(=O)n(CC(=O)NCC4CCCO4)cnc32)cc1 (stereo not given) | 2% | -1.2%
c1ccc2c(CN3CCCC3)ccc(CN3CCCC3)c2c1 | 4% | 0.4%
O=C(N/N=C/c1ccccc1C(F)(F)F)c1ccc(CN2CCOCC2)cc1 | 5% | -4.3%
CCOC(=O)c1c(-c2ccc(-c3ccccc3)cc2)csc1NC(=O)C1CC1 | 2% | 2.5%
CCc1ccc2[nH]c(=O)c(C(c3nnnn3CCOC)N3CCN(c4ccccc4)CC3)cc2c1 (stereo not given) | 2% | -5.6%
O=C(C(c1ccccc1)c1ccccc1)N1CCN(Cc2ccco2)CC1 | 4% | -3.9%&-1.0%
Cn1c(=O)c2c(nc(CN3CCOCC3)n2CCN2CCOCC2)n(C)c1=O | -15% | -1.8%
CCOc1cc(C2Nc3ccccc3NC3=C2C(=O)CC(c2ccc(OC)cc2)C3)cc(Cl)c1O (stereo not given) | 0% | -1.8%
CC(C)CCNC(=O)NC(=O)CN1C(=O)NC2(CCCCC2)C1=O | -3% | 3.8%
COc1ccc(NC(=O)c2c(-c3ccccc3)noc2C)c(OC)c1 | 6% | /
CCOc1ncccc1C(=O)OCC(=O)N1CCN(S(=O)(=O)c2ccccc2)CC1 | -4% | 5.3%
CCC(C)NS(=O)(=O)c1ccc(NC(=O)CCC2CCCCC2)cc1 (stereo not given) | / | -6.5%
O=C(O)CCCN1C(=O)/C(=C\c2ccc(-c3cccc([N+](=O)[O-])c3)o2)SC1=S | 18% | 7.2%
Cc1cccc(C(=O)N/N=C/c2ccc(OC3CSC3)cc2)c1 | 0% | 2.9%
Cc1cc(C)cc(NC(=O)CN(c2cccc(C(F)(F)F)c2)S(C)(=O)=O)c1 | -5% | 2.0%
CCOC(=O)CCC(=O)N1CCOCCN(C(=O)CCC(=O)OCC)CCOCC1 | -13% | 5.3%
CCOc1ccccc1NC(=O)c1c(NC(=O)c2ccccc2Br)sc2c1CCCC2 | 2% | 0.8%
Cc1cc(C)n(-c2nc3ccccc3nc2Nc2ccc(CC(=O)O)cc2)n1 | -2% | 4.3%
COC(=O)c1ccccc1OC(=O)c1ccc(Br)o1 | 2% | 4.2%
Cc1cc(CNC(=O)Cc2c(F)cccc2Cl)nn1C | -18% | 5.4%
CCC(C)OC(=O)C1=C(C)NC(=O)NC1c1ccccc1 (stereo not given) | -1% | 2.8%
CN(C)CCCN1c2ccccc2CCc2ccccc21 | -1% | -8.8%
COc1ccc(Cl)cc1N/C(N)=N/c1nc(CSc2ccc(C)cc2)cc(=O)[nH]1 | / | 9.0%
COc1ccc(N2C(=O)/C(=C/c3cn(Cc4ccccc4)c4ccccc34)C(=O)NC2=S)cc1 | 3% | -5.0%
CCc1c(O)nc(SCC(=O)c2ccccc2)[nH]c1=O | -4% | -0.2%
COc1c(C(=O)/C=C/c2ccccc2)c(O)c(OC)c2occc12 | 2% | -2.4%
CCCC(C)C1C(C#N)=C(N)Oc2cc(N)ccc21 (stereo not given) | 7% | 0.6%
O=C1OCCC1Sc1nnc(-c2cccc(Br)c2)o1 (stereo not given) | / | -2.4%
CC(C)(C)NC(=O)CSC(=Nc1ccc(F)cc1)NC#N | / | 0.3%
NC(=O)C1CCN(CCC(=O)Nc2ccc(Br)cc2)CC1 | -8% | 2.6%
Cc1cc(C(F)(F)F)c(C#N)c(SCC(N)=O)n1 | 0% | 1.4%
O=C(CN1C(=O)c2ccccc2S1(=O)=O)N1CCN(c2cccc(Cl)c2)CC1 | / | -2.2%
CCOc1ccccc1NC(=O)C1CCCN(S(=O)(=O)c2cccc3cccnc23)C1 (stereo not given) | -3% | /

The final four compounds of the part before come first, to join the parts.
mol | MKP-3 inhibition | Hsp70 displacement
NC(=O)C1CCN(CCC(=O)Nc2ccc(Br)cc2)CC1 | -8% | 2.6%
Cc1cc(C(F)(F)F)c(C#N)c(SCC(N)=O)n1 | 0% | 1.4%
O=C(CN1C(=O)c2ccccc2S1(=O)=O)N1CCN(c2cccc(Cl)c2)CC1 | / | -2.2%
CCOc1ccccc1NC(=O)C1CCCN(S(=O)(=O)c2cccc3cccnc23)C1 (stereo not given) | -3% | /
COC(=O)CCc1c(C)c(C(=O)c2ccco2)c2ccccn12 | -11% | -2.3%
CCOc1ccc(N(CC(=O)NCc2ccco2)S(=O)(=O)c2ccc(OC)c(OC)c2)cc1 | 2% | -0.5%
O=Cc1c(N2CCCCCC2)nc2ccccn2c1=O | / | 3.2%
O=[N+]([O-])c1ccccc1OCCCCCCNCCO | 0% | 1.7%
COc1ccc(Cl)cc1CSc1n[nH]c(C)n1 | -11% | -4.4%
Cc1c(C(=O)NCc2ccc3c(c2)OCO3)sc2nc(-c3ccccc3)cn12 | 5% | -5.1%
CCOc1ccc(Oc2cc(C)nc(SC)n2)nn1 | / | -0.8%
CC(C)(C)NC(=O)CN(C(=O)CSc1nnc(COc2ccccc2)o1)c1cccc(F)c1 | / | 18%
O=C(O)c1ccc(S(=O)(=O)c2ccc3c(c2)C(=O)N(c2cccc(C(F)(F)F)c2)C3=O)cc1 | 2% | /
CC(C)CC(=O)Nc1nc2ccc(S(=O)(=O)N3CCOCC3)cc2s1 | / | -3.3%
O=C(Nc1ccc(NS(=O)(=O)c2ccccc2)cc1)c1ccco1 | 2% | -3.3%
O=C(Nc1ccc(S(=O)(=O)Nc2cnc3ccccc3n2)cc1)c1cc(Cl)ccc1[N+](=O)[O-] | 3% | 0.1%
O=C(CSc1n[nH]c(-c2ccccc2)n1)Nc1ccc(Br)cn1 | / | -3.6%
Cc1ccc(C(=O)Nc2cccc(NC(=O)c3cccc(Cl)c3)c2)cc1 | 2% | 2.9%
Cc1noc(C)c1CSc1nnc(-c2ccncc2)n1-c1cccc(Cl)c1C | -5% | 3.5%
O=C(NCc1csc(-c2ccccc2)n1)c1ccco1 | -3% | -1.2%
COCCn1c(N)c(C(=O)Nc2sc3c(c2C(=O)OC)CCCC3)c2nc3ccccc3nc21 | 0% | -4.0%
COCCOC(=O)c1ccc(NC(=O)c2ccccc2CCc2ccccc2)cc1 | 2% | -3.4%
CCOC(=O)c1ccc(NC(=O)CCOc2ccccc2)cc1 | / | -1.7%
O=C(Nc1nnc(C2CC2)s1)c1cccc(S(=O)(=O)N2CCc3ccccc32)c1 | -4% | -1.4%

Entries of single compounds as entered above:
Cc1ccc(C(=O)Nc2cccc(NC(=O)c3cccc(Cl)c3)c2)cc1 across the screens: MKP-3 inhibition: 2%; Hsp70 displacement: 2.9%
CCOC(=O)c1ccc(NC(=O)CCOc2ccccc2)cc1 across the screens: MKP-3 inhibition: /; Hsp70 displacement: -1.7%

(listing goes on)
mol | MKP-3 inhibition | Hsp70 displacement
O=C(Nc1ccccc1)N1C(=O)C2(OCCO2)c2ccccc21 | 6% | 5.4%
CC(=O)C1=C(C)NC(=O)NC1c1ccccc1 (stereo not given) | -6% | -2.0%
Cc1cccc(NC(=O)Cc2coc3ccc4ccccc4c23)n1 | / | -3.8%
Cc1cc(NC(=O)CCC2CCCCC2)no1 | / | -1.8%
Cn1ncc(C#N)c1/N=C/N(Cc1ccccc1)Cc1ccccc1 | -5% | 2.4%
Cc1cc(=O)n2nc(N3CCCC(C(=O)NCCC4=CCCCC4)C3)sc2n1 (stereo not given) | 3% | 0.3%
Cc1c(C(=O)O)oc2c1ccc1ccccc12 | -11% | 2.7%
N#CCCn1cc(/C=C(\C#N)c2nc3ccccc3s2)c(-c2ccc(F)cc2)n1 | / | -3.7%
Nc1ccc(NC(=O)c2ccccc2)cc1 | 27% | 2.3%
O=C(CCN1CCN(CCC(=O)c2ccccc2)CC1)c1ccccc1 | -5% | -1.7%

Looked up above.
For Hsp70 displacement, NC(=O)C1CCN(CCC(=O)Nc2ccc(Br)cc2)CC1 is entered as 2.6%
For MKP-3 inhibition, CCOC(=O)CCC(=O)N1CCOCCN(C(=O)CCC(=O)OCC)CCOCC1 is entered as -13%

Next results.
mol | MKP-3 inhibition | Hsp70 displacement
NNc1nc(-c2ccccc2)cs1 | 0% | 0.1%
Nc1c(C(=O)c2cccc([N+](=O)[O-])c2)sc2nccc(Nc3ccccc3)c12 | -2% | 1.4%
Cn1c(=O)c2c(nc(Sc3n[nH]c(N)n3)n2Cc2ccccc2Cl)n(C)c1=O | -6% | 0.6%
O=C(CCCN1C(=O)c2ccccc2C1=O)NCC1CCCO1 (stereo not given) | / | 4.7%
O=C(NC(c1ccccc1)c1ccccc1)c1ccccn1 | 2% | -4.1%
C=CCSC1=C(C#N)C(c2ccccc2Cl)CC(=O)N1 (stereo not given) | 9% | 2.1%
CC(=O)C1=C(O)C(=O)N(CCN(C)C)C1c1ccc(C(C)C)cc1 (stereo not given) | 5% | -9.3%
Cc1ccc(S(=O)(=O)CCC(=O)N2CCN(c3ccc(Cl)cc3)CC2)cc1 | / | -0.4%
Cc1ccc(-c2nc3cccnc3o2)cc1NC(=O)COc1ccc2ccccc2c1 | 8% | 2.2%
COc1ccc(COC(=O)C2=C(C)NC(=O)CC2c2c(F)cccc2Cl)cc1 (stereo not given) | 2% | 0.0%
CC(=O)C1=C(O)C(=O)N(CC2CCCO2)C1c1ccc(Br)cc1 (stereo not given) | 2% | 1.1%
Cc1cc2cc(CNC(=O)c3cc4ccccc4o3)ccc2n1C | -2% | 2.3%
CN(C(=O)C1CCOC1)c1nnc(-c2ccncc2)s1 (stereo not given) | -10% | -4.7%
CC(C(=O)N1CCc2ccccc21)N1CCc2ccccc2C1 (stereo not given) | -1% | 8.4%
Cc1ccc(OCC(=O)NNC(=O)CC#N)c(C)c1 | 4% | -2.2%
C=CCn1c(-c2ccccc2)c(NC(=O)c2ccco2)sc1=Nc1ccccc1Cl | 2% | -2.2%
CCOC(=O)c1c(NC(=O)CCC(=O)NCc2ccco2)sc2c1CCCC2 | -6% | -2.4%
COc1ccc(S(=O)(=O)N(CC(=O)NCc2ccco2)C2CCCCC2)cc1OC | -1% | 1.1%
COc1ccc(OC)c(NCC(O)Cn2c3ccccc3c3ccccc32)c1 (stereo not given) | 1% | 2.9%
Cc1nn(-c2ccccc2)c(CC(C)(C)C(=O)O)c1C(=O)O | -9% | 3.3%
Cc1ccccc1NC(=O)N1C2CCC1CC(O)(c1cccnc1)C2 (stereo not given) | / | -1.3%
COc1ccc2ccccc2c1/C=N/NC(=O)c1cccc(Br)c1 | -2% | 1.7%
CC(=O)Nc1ccc(Oc2ncccn2)cc1 | / | -0.2%
COc1cc2c(C(=O)N3CCCc4ccccc43)cn(C)c(=O)c2cc1OC | -14% | 3.4%
CCOC(=O)c1ccc(-n2c(=O)[nH]c3ccccc3c2=O)cc1 | -2% | -1.2%
CC(=O)Oc1ccc(NC(=O)C2CCCCC2)c(C(=O)O)c1 | -8% | -2.0%
CCOC(=O)Cc1nnn(CC(=O)OCC)n1 | -15% | 2.2%
CCOc1ccc(NC(=S)NC2CCCC2)cc1 | 4% | 6.2%
CN(C)c1ccc(C=NC2=NN(c3ccccc3)CC2)cc1 | -2% | 4.1%
N#C/C(C(=O)c1ccccc1)=C1/CCCCCN1 | -1% | -3.3%
CCOC(=O)c1ccc(NC=C2C(=O)OC3(CCCCC3)OC2=O)cc1 | / | 1.1%
O=C1C=CC(=O)C(/C(=C/NCc2ccccc2)[N+](=O)[O-])=C1 | 43% | 11%
Cc1ccccc1OCC(=O)Nc1nc(-c2ccc(Br)cc2)cs1 | 1% | 9.0%
Cc1cc2c(c(=O)n1CC1CCCO1)C(c1ccco1)C(C#N)=C(N)O2 (stereo not given) | 2% | -1.4%
COC(=O)c1c(N=CN(C)C)c(C#N)c(C)n1-c1ccccc1 | 4% | -1.3%
C=CCc1cccc2cc(C(=O)Nc3cccc4c3C(=O)c3ccccc3C4=O)c(=O)oc12 | -3% | 2.4%
COc1cccc(N(CC(=O)Nc2ccc(I)cc2)S(=O)(=O)c2ccccc2)c1 | 0% | 4.2%
O=C(Nc1ccc(Cc2ccncc2)cc1)c1cccc([N+](=O)[O-])c1 | 3% | 5.4%
Cc1ccc(OCC(=O)Nc2ccc3oc(-c4cccnc4)nc3c2)c(C)c1 | 4% | -2.5%
COC(=O)c1ccc(-c2n[nH]c(=O)c3ccccc23)cc1 | -1% | -2.2%
Cn1c(=O)c2c(ncn2CC(=O)N2CCN(Cc3ccccc3)CC2)n(C)c1=O | 2% | 3.4%
O=C(CN(c1ccc2c(c1)OCCO2)S(=O)(=O)c1ccccc1)NCC1CCCO1 (stereo not given) | -3% | -2.5%
N/C(=N\S(=O)(=O)c1ccccc1)c1cccc(Cl)c1 | 3% | -1.6%

Reformatted with each value named: three of the compounds above.
smiles: C=CCc1cccc2cc(C(=O)Nc3cccc4c3C(=O)c3ccccc3C4=O)c(=O)oc12
  MKP-3 inhibition: -3%	Hsp70 displacement: 2.4%
smiles: Cc1cc2c(c(=O)n1CC1CCCO1)C(c1ccco1)C(C#N)=C(N)O2 (stereo not given)
  MKP-3 inhibition: 2%	Hsp70 displacement: -1.4%
smiles: N/C(=N\S(=O)(=O)c1ccccc1)c1cccc(Cl)c1
  MKP-3 inhibition: 3%	Hsp70 displacement: -1.6%

Source: PubChem (Sanford-Burnham Center for Chemical Genomics)
